TAAR1 antag = human TAAR1 antagonists, primary screen, Fluo-8 calcium fluorescence, CHO RD-HGA16 cells. inhibition, % at 3 µM. Trace amine-associated receptor 1 (Homo sapiens), Q96RJ0. 360,000 tested, 1.5% active. antagonist;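 active = inhibition above a per-plate cutoff, the mean inhibition of test compounds on that plate plus 3 SD, cut at about 49% in these data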;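 also: 0% = DMSO plus EC80 beta-PEA response and 100% = DMSO alone without agonist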
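Material: RD-HGA16 CHO cells with stable hTAAR1 and Gα16; Dosing: single nominal final test compound concentration of 3 µM; Schedule: seeding 17-24 h prior, 75-min 37 °C, 30-min RT dye loading; Detection: kinetic Fluo-8 calcium fluorescence measurement; Measure: % inhibition from peak post-agonist over basal fluorescence ratio; Benchmarks: vehicle and agonist controls.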
CHO parental Ca = ATP-evoked calcium signal inhibitors, parental CHO, primary screen, counter-screen for OX1R antagonist project, cell-based, fluorescence, Fluo-8 calcium dye; parental CHO-K1, ATP-induced calcium, Fluo-8 fluorescence; inhibition, % at 5.6 µM; 330,000 tested, 0.63% active;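 active = inhibition above that plate's mean sample inhibition plus 3 SD, cut at about 26% in these data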;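 also: 0% = ATP-challenged DMSO wells and 100% = DMSO wells without ATP; some compounds past the cut are filed as inactive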
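Assay system: parental CHO cells; Read-out basis: percent inhibition of ATP-evoked calcium rise, normalized to controls; Benchmarks: ATP and no-ATP DMSO wells; Compound dosing: single nominal dose of 5.6 µM per compound; Signal: Fluo-8 calcium dye fluorescence; Also added: ATP as calcium-mobilizing challenge; Repeats: singlicate.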
M1 PAM = human M1 muscarinic receptor positive allosteric modulators, primary screen, CHO-K1 cells, Fluo-8 calcium fluorescence, 1536-well | Muscarinic acetylcholine receptor M1 (Homo sapiens), P11229 | CHO-K1 hM1, ACh EC20; 0% = ACh EC20, 100% = maximal ACh | activation, % at 3 µM | 360,000 tested, 0.088% active; in the data active = activation above about 19%, passing the limit was not always enough
Target sequence (P11229 whole entry, looked up): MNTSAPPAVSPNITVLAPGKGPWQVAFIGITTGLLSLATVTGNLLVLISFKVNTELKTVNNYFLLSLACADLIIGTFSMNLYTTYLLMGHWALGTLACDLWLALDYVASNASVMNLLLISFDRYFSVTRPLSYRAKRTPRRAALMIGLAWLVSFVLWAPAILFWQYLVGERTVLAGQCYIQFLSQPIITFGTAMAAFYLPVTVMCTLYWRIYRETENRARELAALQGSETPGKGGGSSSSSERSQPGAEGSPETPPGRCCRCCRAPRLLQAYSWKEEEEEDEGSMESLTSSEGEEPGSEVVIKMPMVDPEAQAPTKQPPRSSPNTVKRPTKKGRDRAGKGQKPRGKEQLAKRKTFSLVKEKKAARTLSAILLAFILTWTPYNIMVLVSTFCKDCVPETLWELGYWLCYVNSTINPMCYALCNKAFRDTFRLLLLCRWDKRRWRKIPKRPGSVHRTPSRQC
OXTR ag = human OXTR agonists, primary screen, fluorescence, CHO-OTR cells, Fluo-8 calcium; activation, % at 3 µM; Fluo-8 calcium fluorescence; normalized: DMSO 0%, oxytocin 100%; Oxytocin receptor (Homo sapiens), P30559; 320,000 tested, 0.32% active; AID 2435, 2010;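 active = activation above the mean of all tested compounds plus 3 SD, cutoff set per screening run, cut at about 20% in these data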;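 also: peak over basal fluorescence ratio from a 100 s FLIPR kinetic read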
Target sequence (P30559 whole entry, looked up): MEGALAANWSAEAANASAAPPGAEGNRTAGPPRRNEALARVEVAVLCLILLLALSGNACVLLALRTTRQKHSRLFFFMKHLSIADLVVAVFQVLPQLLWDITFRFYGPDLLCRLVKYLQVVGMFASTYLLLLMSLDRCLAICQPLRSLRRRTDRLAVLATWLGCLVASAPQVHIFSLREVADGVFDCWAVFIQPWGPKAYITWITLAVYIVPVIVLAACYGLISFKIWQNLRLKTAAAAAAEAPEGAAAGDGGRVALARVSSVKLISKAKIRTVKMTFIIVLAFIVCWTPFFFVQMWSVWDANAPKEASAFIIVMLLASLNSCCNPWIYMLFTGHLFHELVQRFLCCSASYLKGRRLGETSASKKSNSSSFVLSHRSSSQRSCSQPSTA
M1 ag = human M1 muscarinic receptor agonists, primary screen, Fluo-8 calcium fluorescence, CHO-K1 cells, HTS | Muscarinic acetylcholine receptor M1 (Homo sapiens), P11229 | CHO-K1 hM1, agonist mode; 0% DMSO, 100% acetylcholine EC100 | activation, % at 3 µM | 360,000 tested, 0.33% active;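 active = activation above the run's mean compound activation plus 3 SD, cut at about 16% in these data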;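 also: peak over basal fluorescence ratio within a 140 s kinetic read after compound addition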
OXTR potentiate = human OXTR potentiators, primary screen, fluorescence, CHO-OTR cells, Fluo-8 calcium; activation, % at 3 µM; Fluo-8 calcium fluorescence, potentiator mode; 0% = oxytocin EC15, 100% = EC100; 320,000 tested, 0.061% active; Oxytocin receptor (Homo sapiens), P30559;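 active = activation above that plate's cutoff, the mean activation of tested compounds plus 3 SD, cut at about 6.6% in these data, passing the limit was not always enough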;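 also: 100% uses oxytocin at 75 nM as the full agonist control; some results filed as inactive read as strong as hits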
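assay system = CHO-OTR cells, human receptor | schedule = compound 6 min at room temperature before oxytocin, 100 s read | detection = Fluo-8 intracellular calcium fluorescence, ex 470-495, em 515-575 nm | evaluation = normalized max/min fluorescence ratio, % activation | control set = EC15 oxytocin alone as 0%, 75 nM oxytocin (EC100) as 100%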
M1 antag = human M1 muscarinic receptor antagonists, primary screen, CHO-K1 cells, Fluo-8 calcium fluorescence, 1536-well | AID 588852, 2011 | inhibition, % at 3 µM | CHO-K1 hM1, ACh EC80 antagonist | 360,000 tested, 1.3% active | Muscarinic acetylcholine receptor M1 (Homo sapiens), P11229;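 active = percent inhibition above its own plate's cutoff, namely the mean of that plate's compound wells plus 3 SD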;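 also: peak over basal fluorescence ratio during 140 s after agonist addition; 0% = ACh EC80 plus DMSO and 100% = DMSO alone without agonist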
TAAR1 ag = human TAAR1 agonists, primary screen, Fluo-8 calcium fluorescence, CHO RD-HGA16 cells; Trace amine-associated receptor 1 (Homo sapiens), Q96RJ0; AID 624467, 2012; activation, % at 3 µM; vehicle wells 0%, saturating PEA agonist 100%; 360,000 tested, 0.99% active;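 active = activation above the mean activation of all test compounds in the run plus 3 SD, cut at about 38% in these data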
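Assay system: CHO-derived RD-HGA16 cells with stable Gα16 and human TAAR1; timing: 17-24 h seeding, 75 min 37 °C dye, 30 min RT; read-out: % activation from peak over basal fluorescence ratio, DMSO-to-PEA scaled; measured by: kinetic Fluo-8 calcium fluorescence; benchmarks: low control DMSO, high control PEA (EC100); doses: 3 µM single concentration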
V1aR counter = agonists of human V1a receptor, primary screen, counter-screen for OXTR agonist project, fluorescence, CHO-V1R cells. AID 2797, 2010. Vasopressin V1a receptor (Homo sapiens), P37288. Fluo-8 calcium fluorescence, agonist mode; 0% DMSO, 100% 3 nM vasopressin. 320,000 tested, 0.25% active. activation, % at 3 µM;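 active = activation above the mean activation of all tested compounds plus 3 SD, per screening run, cut at about 20% in these data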;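 also: signal is peak over basal fluorescence ratio across a 100 second FLIPR read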
* hit, by the source's call; x = no result given.

#1 CCOc1ccc(CN2CCNC(=O)C2CC(=O)NCCc2nc(C)c3c(n2)CCC3)cc1 (stereo not drawn)
#2 CCOc1ccc(NC(=O)CN(C)C(=O)c2ccc(-c3ccc(C(C)=O)cc3)o2)cc1OCC
#3 Cc1cccc(N=C2NC(=O)/C(=C/c3cccs3)S2)c1
#4 COc1cc2c(cc1OC)CN(C(C)C(=O)Nc1ccc(NC(C)=O)cc1)CC2 (stereo not drawn)
#5 Cc1nn(-c2ccc(Cl)cc2)c2[nH]c(=O)c(CNCc3ccc4c(c3)OCO4)cc12
#6 Oc1cccc(CCC2CCCCN2Cc2cn[nH]c2-c2ccc3c(c2)OCO3)c1 (stereo not drawn)
#7 CS(=O)(=O)N(CC(O)Cn1c2ccccc2c2ccccc21)c1cccc2ccccc12 (stereo not drawn)
#8 CC(=O)Nc1ccc(NS(=O)(=O)c2cc([N+](=O)[O-])ccc2C)cc1
#9 C/C(=N/NS(=O)(=O)c1ccccc1)c1c[nH]c2ccccc12
#10 CCN(CC)S(=O)(=O)c1ccc(OC)c(NC(=O)c2ccc(=O)[nH]c2)c1
Compound | 1 | 2 | 3 | 4 | 5 | 6 | 7 | 8 | 9 | 10
TAAR1 antag | -24 | -9 | -1 | 5 | 21 | -1 | 15 | 14 | -27 | 1
CHO parental Ca | x | -17 | -27 | -14 | -15 | -28 | 12 | -11 | x | 3
M1 PAM | 6 | -9 | 2 | 7 | -2 | -3 | 11 | 9 | 11 | 12
OXTR ag | x | -1.5 | -2.9 | -1.1 | -1.5 | 0.5 | 3.1 | 0.5 | x | 0.7
M1 ag | -4 | -5 | -4 | -4 | -5 | -6 | -1 | -10 | 0 | -1
OXTR potentiate | x | -4 | -6 | -9 | -3 | -3 | -6 | -16 | x | -4
M1 antag | -8 | 20 | -2 | 2 | 6 | 3 | -13 | -5 | -9 | -12
TAAR1 ag | 0 | 2 | 2 | 10 | 5 | 1 | 8 | 2 | 0 | 1
V1aR counter | x | -0.5 | -0.5 | -1.1 | -1.3 | -0.5 | 1.9 | 0.7 | x | 1.0

#11 COc1ccc(-c2ccc(CCC(=O)O)n2NC(=O)c2cccs2)cc1
#12 CCOc1ccc(CCNC(=O)COC(=O)c2cccc(OC)c2O)cc1OCC
#13 Cc1ccc(C(C(=O)NC(C)(C)C)N(Cc2ccccc2)C(=O)c2snc(C(N)=O)c2N)o1 (stereo not drawn)
#14 Clc1ccc2nc(-c3cccc(SC4CCCCC4)c3)c(NCc3ccccc3)n2c1
#15 O=C(Nc1ccc(N2CCOCC2)c(S(=O)(=O)Nc2ccccc2Cl)c1)c1ccc(F)cc1
#16 O=C(O)c1ccc(CSc2nnc(-c3ccco3)n2-c2ccccc2)cc1
#17 O=C(CNC(=O)c1ccccc1)OCCCOC(=O)CNC(=O)c1ccccc1
#18 CC(=O)N(c1nc(CCl)cs1)c1ccc(C)cc1C
#19 CC(C)(C)c1cc(/C=C2\NC(=O)NC2=O)cc(C(C)(C)C)c1O
#20 COc1ccc(/C(C)=N/OCC(=O)Nc2nc3ccccc3s2)cc1
Compound | 11 | 12 | 13 | 14 | 15 | 16 | 17 | 18 | 19 | 20
TAAR1 antag | 10 | 25 | 38 | 29 | 70* | 7 | -7 | 3 | -8 | 6
CHO parental Ca | -6 | -24 | -9 | -30 | 4 | -14 | -18 | 6 | -22 | -13
M1 PAM | 3 | 8 | -9 | -7 | -13 | -6 | 6 | -5 | -1 | 4
OXTR ag | 1.6 | -1.3 | -2.9 | -2.0 | 0.6 | 0.4 | -1.0 | 0.8 | -0.4 | -0.3
M1 ag | -4 | -1 | -5 | -8 | -4 | -5 | -2 | -4 | -7 | -5
OXTR potentiate | -7 | -5 | 2 | -13 | -10 | 4 | -6 | -13 | -13 | -13
M1 antag | -10 | -1 | 12 | 9 | 14 | 6 | -6 | -4 | -4 | 1
TAAR1 ag | 10 | 2 | 8 | 1 | 9 | 5 | 0 | 2 | 9 | 2
V1aR counter | 0.0 | -0.3 | -1.2 | 0.4 | 0.7 | 0.2 | -0.3 | 1.1 | -1.1 | 0.9

#21 O=C(CN=C1NS(=O)(=O)c2ccccc21)OCC(=O)c1ccccc1
#22 Cc1cc[n+](-c2nc([O-])sc2/C=N/Nc2ccc([N+](=O)[O-])cc2)cc1
#23 COC(=O)CN(c1nc(C)c(Cl)c(OC)n1)S(=O)(=O)c1ccc(C)cc1
#24 O=C(O)c1ccc(NC2=C(Cl)C(=O)c3ccccc3C2=O)cc1
#25 CN1CCN(C(CNS(=O)(=O)c2ccc(F)cc2)c2cccnc2)CC1 (stereo not drawn)
#26 COc1ccc(CNC(=O)c2cn(Cc3ccccc3F)c(=O)s2)cc1
#27 O=S(=O)(Nc1cccc(Oc2ccc(Cl)cc2)n1)c1ccc(F)cc1
#28 Cc1cccc(NC(=O)CSc2nnc(CNC(=O)c3ccco3)n2C)c1
#29 CCN1C[C@@H]2[C@@H]3C(=O)N(Cc4ccccc4)C(=O)[C@@H]3[C@](Cc3ccccc3)(C(=O)OC)N2C1=NCc1ccccc1
#30 O=C(COC(=O)/C=C/c1cccc(C(F)(F)F)c1)NCc1cccs1
Compound | 21 | 22 | 23 | 24 | 25 | 26 | 27 | 28 | 29 | 30
TAAR1 antag | -25 | 11 | -5 | -4 | 1 | 22 | x | -11 | 6 | 66*
CHO parental Ca | -2 | -8 | 0 | 13 | -2 | x | -5 | 1 | x | 36*
M1 PAM | 6 | 4 | -2 | 3 | 1 | 0 | 6 | 6 | 11 | 6
OXTR ag | -0.1 | 1.1 | -1.6 | -0.1 | 2.0 | x | 1.1 | -0.1 | x | -1.5
M1 ag | 1 | -2 | -6 | 0 | -3 | -2 | -1 | -3 | -5 | -2
OXTR potentiate | 4 | -1 | -6 | -5 | -7 | x | -22 | -12 | x | -7
M1 antag | -9 | -4 | 0 | 0 | 6 | -6 | -14 | -1 | -15 | -3
TAAR1 ag | 2 | 9 | 2 | 0 | 6 | 0 | x | 6 | 3 | 79*
V1aR counter | -0.1 | 1.2 | -1.6 | -0.3 | 0.4 | x | 2.3 | -0.3 | x | 0.6

#31 COc1ccc(CN(C)c2ncnc3sccc23)c(OC)c1OC
#32 CN1C(=O)Cc2cc(S(=O)(=O)N3CCN(c4cccc(C(F)(F)F)c4)CC3)ccc21
#33 O=C1NCCN1Cc1ccccc1
#34 FC(F)(F)c1ccccc1/C=N/n1c(C2CCCCC2)n[nH]c1=S
#35 CCN(C(=O)COC(=O)c1cccnc1Nc1cccc(C(F)(F)F)c1)C1CCS(=O)(=O)C1 (stereo not drawn)
#36 O=C(CN1C(=O)c2cccc([N+](=O)[O-])c2C1=O)N1CCN(c2ccc(F)cc2)CC1
#37 NC(=O)c1cc(N2C(=O)C=CC2=O)ccc1Cl
#38 CCOc1ccc(NC(=O)NNC(=O)C2CCC(C(C)(C)C)CC2)cc1 (stereo not drawn)
#39 O=C(c1ccccc1)c1cccn1CC(=O)N1CCN(c2ccc(F)cc2)CC1
#40 CN(Cc1ccccc1)C(=O)c1ccc(NC(=O)Cc2ccc(NC(=O)C3CCCN(C(=O)CCc4ccccc4)C3)cc2)cc1 (stereo not drawn)
#41 Cc1ccc(F)cc1NC(=O)CCOc1ccccc1
#42 CCCOc1ccc(/C(O)=C2/C(=O)C(=O)N(CCCOC)C2c2cccnc2)cc1 (stereo not drawn)
Compound | 31 | 32 | 33 | 34 | 35 | 36 | 37 | 38 | 39 | 40 | 41 | 42
TAAR1 antag | 1 | -12 | 21 | 11 | -23 | 3 | x | -13 | 8 | 16 | 10 | -1
CHO parental Ca | -4 | -23 | -10 | 0 | -28 | -17 | 6 | -17 | -13 | x | 4 | -1
M1 PAM | 5 | 9 | -2 | -6 | 3 | 10 | 0 | 7 | 13 | 4 | 2 | 11
OXTR ag | 4.2 | -0.5 | 0.4 | -1.5 | 2.3 | -1.3 | 0.7 | -1.4 | -1.3 | x | -2.1 | -1.2
M1 ag | 0 | -2 | -3 | -5 | -4 | -4 | -5 | -1 | 0 | -4 | -2 | -2
OXTR potentiate | -6 | -6 | -1 | -20 | -13 | -15 | -5 | -5 | -10 | x | -11 | -12
M1 antag | -8 | -2 | 0 | -17 | 1 | -12 | 2 | 1 | -15 | -4 | 0 | -11
TAAR1 ag | -1 | 1 | 0 | 2 | 0 | 0 | x | 3 | 5 | 0 | 0 | 0
V1aR counter | 4.6 | 0.8 | 2.4 | -0.6 | 4.2 | -0.9 | -0.1 | 0.0 | -0.2 | x | -1.4 | -0.8

Exported with bars between the fields: entries from further up
no. | Compound | TAAR1 antag | CHO parental Ca | M1 PAM | OXTR ag | M1 ag | OXTR potentiate | M1 antag | TAAR1 ag | V1aR counter
38 | CCOc1ccc(NC(=O)NNC(=O)C2CCC(C(C)(C)C)CC2)cc1 (stereo not drawn) | -13 | -17 | 7 | -1.4 | -1 | -5 | 1 | 3 | 0.0
39 | O=C(c1ccccc1)c1cccn1CC(=O)N1CCN(c2ccc(F)cc2)CC1 | 8 | -13 | 13 | -1.3 | 0 | -10 | -15 | 5 | -0.2
40 | CN(Cc1ccccc1)C(=O)c1ccc(NC(=O)Cc2ccc(NC(=O)C3CCCN(C(=O)CCc4ccccc4)C3)cc2)cc1 (stereo not drawn) | 16 | x | 4 | x | -4 | x | -4 | 0 | x
